hERG WT inh: blocks the wildtype human KCNH2 potassium channel. Q12809. U2OS, BacMam KCNH2, thallium flux FluxOr; active compounds read low. activity change, % at 1.84 µM. 340,000 tested, 0.37% active;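 active = maximum activity change below -70%; inconclusive = maximum activity change between -70% and -50%; inactive = maximum activity change above -50%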; also: % is scaled to controls: 0 for no effect and ±100 for the full control effect
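U2OS cells were transduced with wild-type KCNH2 virus (2.03 x 10^8 / mL) for 4 h at room temperature, then cultured overnight at 37 C. Thallium flux was read with FluxOr dye. Rate constants were normalized to DMSO controls.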
Integrin act MD: activates integrin-mediated alleviation for muscular dystrophy | 350,000 tested, 0.064% active | alpha7betagal myoblasts, beta-gal FDG fluorescence, 48 h | Potency, µM (titrated, usually from 38.3 µM), for the others: at the highest dose activation, actives largely listed as activators;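 also: potency is read from the fitted curve at half-maximal effect; 100% = response of the positive control SU9516; nearly all actives have a fitted effect of over 60% in size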
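Alpha7betagal+/- myoblasts (passage 13) were plated 16-24 hr, then exposed to compounds (1:260 dilution of DMSO stock) for 48 hours at 37C. After MPER lysis, β-galactosidase reporter activity was read as FDG fluorescence (ex 480/em 540) after 30 minutes.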
S-ASM inh: human S-ASM enzyme inhibition | P17405 | placental ASM, HMU-PC fluorogenic substrate, 60 min | Potency, µM (titrated, usually from 57.5 µM), without a hit: at the top dose activity change, negative = inhibition, actives largely listed as inhibitors | 340,000 tested, 0.006% active | AID 504937; also: potency is read from the fitted curve at half-maximal effect
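Fluorogenic HMU-PC substrate (9 uM final) is turned over by placental ASM in 60 min at 37 C after a 10 min compound preincubation. Reaction ended by alkaline stop (pH 10), with fluorescence read at 386/447 nm.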
TRPV1 agonist: human TRPV1 agonism; Q8NER1; TRPV1-expressing cells, Fluo-8 calcium influx, agonist mode; activation, % at 8.33 µM; 320,000 tested, 0.19% active; in the data active = activation above about 80%; inconclusive = between about 30% and that limit; also: 0% is about no effect
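Cells expressing TRPV1 were dye-loaded with Fluo-8 and read kinetically: 10 s baseline, 3 min after compound (agonist portion), then 2 min after EC20 capsaicin (allosteric enhancer portion). Calcium-bound dye fluorescence at 480/520 nm.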
MLL CXXC-DNA inh: inhibitors of human MLL CXXC domain-DNA interaction | MLL-CXXC / FITC-HOXA9 DNA fluorescence polarization | 290,000 tested, 0.037% active | Q03164 | Potency, µM (series often up to 115 µM), for the others: at the top dose activity change, negative = inhibition, usual class: inhibitors; active = well fitted inhibition curve with a large enough effect in the polarisation, with a control signal flat, not every such curve was filed as active; inconclusive = small, poorly fitted or top-dose-only effect, or effect the other way, or a change in a side signal; inactive = no such curve, though single readings can be large or run the other way; the % refers to the polarisation; also: potency is read from the fitted curve at half-maximal effect
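Fluorescence polarization: 7 uM MLL-CXXC (stock) preincubated 5 min with compounds, then 50 nM fluorescein-HOX-A9 DNA (stock) added; 30 min ambient. Buffer 50 mM Tris-HCl pH 7.5, 50 mM NaCl, 1 mM DTT, 0.05% BSA.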
Coupling enz: counter-screen for Giardia aldolase inhibitors: coupling enzyme system; 290,000 tested, 0.67% active; coupling enzyme system counterscreen, AmpLite Red fluorescence; activity change, negative = inhibition, % at 58.2 µM, hits read low; in the data active = activity change below about -30%; also: % is scaled to controls: 0 for no effect and ±100 for the full control effect
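Activity here indicates interference with the coupling reaction, not aldolase inhibition. Compounds at 57.5 uM final met coupling enzymes for 10 min at RT; substrate and AmpLite Red detection followed, with a 525/598 nm fluorescence read after 20 min.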
KCNH2 3.1 inh: inhibitors of human KCNH2 3.1 potassium channel isoform | U2OS KCNH2 3.1, thallium flux FluxOr; active compounds read low | activity change, % (tested at about 1.8 µM) | 340,000 tested, 0.95% active | AID 720553;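 active = maximum activity change below -70%; inconclusive = maximum activity change from -70% to -50%; inactive = maximum activity change above -50%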;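 also: thallium influx rate constant from kinetic fluorescence after stimulation buffer; % is scaled to controls: 0 for no effect and ±100 for the full control effect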
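Channel expression came from 3.1 mutant virus (1.77 x 10^8 /mL) applied to suspended U2OS cells for 4 h. Flux was tracked with FluxOr dye plus Red40 quencher, and kinetic rate constants normalized to controls.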
MBNL1-CUG inh: MBNL1-poly(CUG) RNA binding inhibition. Q9NR56. TR-FRET MBNL1-His/biotin-(CUG)12 binding, 665/545 ratio. Potency, µM (doses to about 57.5 µM), for the others: at the highest dose activity change, negative = inhibition, usual class: inhibitors. 280,000 tested, 0.036% active. AID 2675; active = well fitted inhibition curve with a large enough effect in the signal ratio, with a control signal flat, not every such curve was filed as active; inconclusive = small, poorly fitted or top-dose-only effect, or effect the other way, or a change in a side signal; inactive = no such curve, though single readings can be large or run the other way; the % refers to the signal ratio; also: potency is read from the fitted curve at half-maximal effect; % is scaled to controls: 0 for no effect and ±100 for the full control effect
Target sequence (Q9NR56 whole entry, looked up): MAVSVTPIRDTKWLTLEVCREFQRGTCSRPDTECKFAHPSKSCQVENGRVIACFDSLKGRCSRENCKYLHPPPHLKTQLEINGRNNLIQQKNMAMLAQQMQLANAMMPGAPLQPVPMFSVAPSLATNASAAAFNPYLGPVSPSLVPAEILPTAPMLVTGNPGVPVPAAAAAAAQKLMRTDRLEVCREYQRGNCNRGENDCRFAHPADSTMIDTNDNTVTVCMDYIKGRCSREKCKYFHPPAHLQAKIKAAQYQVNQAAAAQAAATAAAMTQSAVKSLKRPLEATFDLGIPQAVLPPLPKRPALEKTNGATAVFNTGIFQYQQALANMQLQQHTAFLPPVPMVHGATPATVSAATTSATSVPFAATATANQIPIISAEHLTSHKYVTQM
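Compounds (final 92 nM to 58 uM) are added to His-tagged MBNL1 and biotin-(CUG)12, then terbium anti-His antibody and streptavidin-XL665 (5 nM final). After 60 min at room temperature, the 665/545 nm ratio is read.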
GALK inh: galactokinase (human) inhibition; P51570; Purified GALK, Kinase-Glo residual ATP luminescence; Potency, µM (doses to about 57.5 µM), inactives show at the highest dose activity change, negative = inhibition, usual class: inhibitors; 270,000 tested, 0.007% active; AID 1868; also: potency is read from the fitted curve at half-maximal effect; % is scaled to controls: 0 for no effect and ±100 for the full control effect
Target sequence (P51570 whole entry, looked up): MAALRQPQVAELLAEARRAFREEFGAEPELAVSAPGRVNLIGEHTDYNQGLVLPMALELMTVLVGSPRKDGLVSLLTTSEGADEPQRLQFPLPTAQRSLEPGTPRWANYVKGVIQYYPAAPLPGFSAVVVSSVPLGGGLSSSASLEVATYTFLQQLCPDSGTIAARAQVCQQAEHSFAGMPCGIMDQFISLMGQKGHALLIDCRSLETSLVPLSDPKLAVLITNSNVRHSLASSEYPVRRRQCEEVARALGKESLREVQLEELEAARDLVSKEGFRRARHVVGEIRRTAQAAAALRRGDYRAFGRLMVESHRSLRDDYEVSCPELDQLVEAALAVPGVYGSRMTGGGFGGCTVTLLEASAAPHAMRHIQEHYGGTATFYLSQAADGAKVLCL
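5 nM enzyme, 35 uM ATP, 100 uM galactose, 20 mM HEPES pH8.0, 5 mM MgCl2; 1 h RT; residual ATP by Kinase-Glo Plus luminescence, qHTS format.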
A-T KAP1 phos: potential ataxia-telangiectasia treatment | 320,000 tested, 0.19% active | AID 485349 | […] A-T fibroblasts, KAP-1 phosphorylation AlphaLISA; neocarzinostatin DNA damage 30 min before lysis | Potency, µM (series often up to 57.5 µM), for the others: at the highest dose activation, actives largely listed as activators; also: potency is read from the fitted curve at half-maximal effect; % of control where 0% means no effect; nearly all actives have a fitted effect of over 45% in size
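hTERT-immortalized A-T patient fibroblasts ([…]), 500 cells/well in OPTI-MEM, 1% FBS, got compounds for 60 min, then NCS for 30 min at 37C. Lysates were then assayed for phospho-KAP-1 by AlphaLISA (anti-pKAP1 donor, anti-KAP1 acceptor beads), 6 hr at 25C.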
Starred values were filed as active, the others as inactive; ? = inconclusive; · = not tested or not shown; [ ] = another dose, or the depositor's remark. Unless noted, calls follow the shape of the dose curve; as a rule, active = well fitted curve in the direction sought with a large enough effect; inconclusive = small, poorly fitted or top-dose-only effect, or another doubt; inactive = no such curve, though single readings can be large; an effect the other way counts as inactive or inconclusive.

SMILES | hERG WT inh | Integrin act MD | S-ASM inh | TRPV1 agonist | MLL CXXC-DNA inh | Coupling enz | KCNH2 3.1 inh | MBNL1-CUG inh | GALK inh | A-T KAP1 phos
Cc1ccccc1CNC(=O)/C=C\C(=O)O | 1 | -5% | 3% | -2 | ? | 4 | -7 | 3% | 1% | -10%
CCOC(=O)C1CCCN(C(=O)CN2C(=O)c3ccccc3S2(=O)=O)C1 (stereo not given) | 0 | 6% | 4% | · | · | · | 21 | · | · | -1%
CC(NS(=O)(=O)c1ccc(OCC(=O)N2CCCC2)cc1)c1ccccc1 (stereo not given) | 10 | 1% | 5% | -1 | 19% | -1 | 2 | -10% | -1% | 5%
COc1ccc(CCNC(=O)c2ccc3nc(N4CCOCC4)sc3c2)cc1OC | 1 | -9% | -2% | -1 | -6% | 0 | -25 | 6% | · | -3%
N#CCCn1cc(C(N)=O)c(-c2cccs2)n1 | -3 | 2% | 4% | -5 | -1% | 0 | -19 | 5% | 4% | 3%
Cc1ccc(/C=C/C(=O)Nc2cccc3ncccc23)o1 | 29 | -11% | -1% | · | 0% | -12 | -18 | ? | 1% | -5%
O=C(CNC(=O)c1ccccc1F)OCn1nnc2ccccc2c1=O | -8 | -13% | 0% | 1 | · | · | 12 | · | · | 2%
CCOC(=O)c1ccc(NC(=S)N(CCN2CCCCCC2)Cc2cccs2)cc1 | -5 | -11% | -2% | 4 | -2% | 0 | ? | -5% | -1% | 0%
COc1cccc(C2=Nc3cccc4cccc(c34)N2)c1 | -4 | 11% | -7% | -5 | 20% | -10 | -3 | ? | 0% | -7%
CCOc1ccc(CSC(=N)N)cc1Cl | 0 | -49%[inhibitor] | 4% | 1 | 11% | -1 | -23 | 0% | -1% | -1%
CCc1cc(=O)[nH]c(SCc2cccc3ccccc23)n1 | 2 | -42% | -1% | -1 | 18% | 0 | -110* | 4% | -1% | 5%
CN(C(=O)c1cccc(NC(=O)Cc2cccc(NC(=O)C3CCN(C(=O)C4CCC4)CC3)c2)c1)C1CC1 | 4 | -5% | 2% | · | · | · | -4 | · | · | ·
Cc1ccc2nc(N=C(N)N)nc(C)c2c1 | 0 | -42% | 6% | 2 | -26% | 1 | 12 | -19% | 0% | 5%
Cc1oc(-c2ccc3c(c2)OCCO3)cc1C(=O)NC(Cc1ccccc1)C(=O)O (stereo not given) | 5 | -13% | 5% | -1 | 0% | 7 | -6 | 5% | 0% | 1%
CCOc1ccc(S(=O)(=O)N2CCC(C(=O)NCc3ccco3)CC2)cc1 | 1 | 1% | -3% | 0 | 14% | · | -4 | -2% | 6% | 5%
Cc1ccc(S(=O)(=O)NCCCC(=O)N2CCC(C)CC2)cc1 | 0 | 0% | 0% | 8 | 0% | 9 | -14 | -4% | 3% | 12%
O=C(CN1CCN(Cc2ccccc2Cl)CC1)N/N=C/c1ccco1 | 8 | -6% | -1% | 1 | -3% | 0 | -5 | 2% | 11% | -7%
CCCCn1c(=O)[nH]c(=O)c2c1nc(-c1cc3c(cc1Br)OCO3)n2C | -8 | -15% | 0% | 1 | -7% | 0 | 3 | 8% | -3% | 0%
O=C(CSc1ccccn1)N/N=C/c1c[nH]c2ccccc12 | -7 | 6% | -4% | -1 | 2% | -1 | 11 | 3% | 6% | 4%
CC(=O)N1CCN(C(=O)CCCNC(=O)c2ccc(Cl)cc2)CC1 | 11 | -13% | -1% | · | · | · | 0 | · | · | ·
Cc1occc1C(=O)N/N=C/c1ccc2c(c1)OCO2 | 3 | 27% | 0% | 19 | 9% | -1 | 0 | 9% | ? | -2%
O=C(Nc1ccc(N2CCN(C(=O)c3ccc(Cl)cc3)CC2)cc1)c1ccc(Br)o1 | -7 | 17% | -4% | 14 | 14% | -2 | -90* | -2% | -1% | 1%
O=C(Nc1ccc(O)cc1)C1CC=CCC1 (stereo not given) | -8 | -19% | 0% | 1 | 4% | -9 | -7 | 11% | -1% | -1%
Cc1cccc(NC(=O)C2CCN(S(=O)(=O)c3ccc4c(c3)NC(=O)CO4)CC2)c1 | -2 | -4% | -12% | 9 | 10% | 0 | 2 | -12% | 8% | -3%
Cc1[nH]c2ccccc2c1C(=O)CSc1nc2ccccc2[nH]1 | -2 | 24% | -17% | 4 | 23% | -5 | 17 | 6% | -6% | 2%
N#CCSc1nc(N)c(C#N)c(C2CCCCC2)c1C#N | 0 | -20% | -22% | 2 | -4% | 3 | -4 | 19% | 1% | 1%
COc1ccc(-c2nc(N3CCN(C)CC3)sc2-c2ccc(OC)cc2)cc1 | 6 | -40% | -13% | -7 | 51%[activator] | -2 | 8 | 8% | -2% | 6%
O=C(Nc1ccccc1)c1ccc2c(c1)OCO2 | -3 | -1% | 0% | ? | 4% | 2 | 7 | -3% | 4% | ·
O=C1C(=O)c2ccccc2C(O)=C1CC=C(Cl)Cl | -11 | 19% | 0% | · | · | · | 8 | · | · | ·
CN1C2C=C3C(C#N)=C(N)C(C#N)(C#N)[C@H](c4c(F)cccc4F)[C@H]3C1CC2 (stereo not given in full) | 18 | -8% | 22% | -1 | -5% | · | 5 | -2% | -2% | -2%
Cc1cccc(-n2c(CNC(=O)c3ccc(S(=O)(=O)N4CCCC4)cc3)n[nH]c2=S)c1 | 3 | 18% | 2% | 0 | -1% | -6 | 12 | 1% | 1% | 4%
CCC1(C)CC(CCN(Cc2ccco2)C(C)=O)(c2ccccc2)CCO1 (stereo not given) | -12 | 9% | -3% | 8 | -9% | 2 | 6 | 8% | 4% | 7%
CCc1cccc(C)c1NC(=O)CC1Oc2ccc(C)cc2NC1=O (stereo not given) | -8 | -27% | -2% | 2 | -1% | -2 | -6 | -7% | 2% | -2%
CCOC(=O)C1CCN(C(=O)c2cccnc2Oc2ccc(Cl)cc2)CC1 | -4 | -20% | 5% | 15 | 24% | 4 | 6 | -7% | -1% | 11%
COc1ccc(N2CCN(C(=O)c3ccc(COc4ccc([N+](=O)[O-])cc4)o3)CC2)cc1 | 5 | -27% | -11% | 3 | 1% | -1 | -21 | ? | 4% | 7%
O=C(Cn1c(=O)n(-c2cccc(C(F)(F)F)c2)c(=O)c2sccc21)NCC1CCCO1 (stereo not given) | 3 | -10% | -1% | -2 | 10% | -1 | 0 | 2% | -2% | 0%
COc1ccccc1-c1cc(C(=O)NCCN2CCOCC2)no1 | -38 | 18% | 5% | 0 | -6% | -1 | -10 | 2% | 0% | 0%
COc1ccc(-c2ccc(CCC(=O)O)n2NC(=O)c2ccc(C(C)(C)C)cc2)cc1 | -6 | -6% | -15% | 4 | -6% | 2 | -7 | 11% | -4% | -3%
Cc1ccc2c(c1)c1nnc(SCC(=O)Nc3cccc(Cl)c3C)nc1n2CC(=O)O | 2 | 4% | 2% | -2 | -13% | 13 | -18 | 21% | 4% | 0%
O=C(NC1CCN(Cc2ccccc2Cl)CC1)c1ccccc1 | 39 | 0% | -2% | ? | -8% | 0 | 1 | -1% | 1% | -13%

Part of the list above, showing only Coupling enz.
Molecule	Coupling enz
COc1ccccc1-c1cc(C(=O)NCCN2CCOCC2)no1	-1
COc1ccc(-c2ccc(CCC(=O)O)n2NC(=O)c2ccc(C(C)(C)C)cc2)cc1	2
Cc1ccc2c(c1)c1nnc(SCC(=O)Nc3cccc(Cl)c3C)nc1n2CC(=O)O	13

Next structures
SMILES | hERG WT inh | Integrin act MD | S-ASM inh | TRPV1 agonist | MLL CXXC-DNA inh | Coupling enz | KCNH2 3.1 inh | MBNL1-CUG inh | GALK inh | A-T KAP1 phos
CCc1nc(-n2[nH]c(=O)c3ccccc3c2=O)c2c3c(sc2n1)CCCC3 | -1 | -2% | -2% | · | · | · | 2 | · | · | ·
CCc1ccc(OCC(=O)N(C)CCC#N)c(Br)c1 | 5 | 13% | 1% | -1 | 5% | -1 | -2 | -17% | 0% | 7%
CC1(C)CC(=O)C(C=NCCCO)=C(O)C1 | -6 | 14% | 0% | -1 | 1% | 0 | -11 | 1% | 1% | 2%
Cc1ccc(-c2nc3cccnc3s2)cc1NS(=O)(=O)c1ccc2c(c1)CCCC2 | 12 | -7% | 31% | 11 | 15% | 7 | 9 | 232%[activator] | · | 25%
c1ccc(Cn2c(SCCN3CCOCC3)nnc2-c2cccnc2)cc1 | 3 | -26% | 5% | · | -5% | 2 | 23 | -19% | 1% | -16%

Source: PubChem (National Center for Advancing Translational Sciences (NCATS))
